EphA4 KYL inhibition = inhibitors of EphA4 binding to KYL peptide, primary screen, biochemical, colorimetric, mouse EphA4 (AID 689). EphA4-AP binding to KYL peptide, pNPP A405; higher % means a stronger effect. one-dose inhibition, % at 10 µM; IC50 in µM for titrated hits. 62,000 compounds, 0.1% hits; in the data active = a potency from the dose series; inactive = the rest, 99 in 100 with inhibition below about 22%
Starred values were filed as active, the others as inactive.

A first look, 6 compounds:
| mol | EphA4 KYL inhibition |
| --- | --- |
| O=C(O)C1[C@H]2C(=O)N(C3CCCC3)C[C@]23C=C[C@H]1O3 (stereo not given in full) | -9% |
| CC(C)C(=O)NC(Nc1cccc2cccnc12)C(Cl)(Cl)Cl (stereo not given) | -12% |
| O=C1OC(N2CCN(C/C=C/c3ccccc3)CC2)c2ccccc21 (stereo not given) | -2% |
| O=C(c1ccccc1Nc1ccc(SC(F)F)cc1)N1CCCCCC1 | 1% |
| Cc1cc(Cl)ccc1OCC(=O)Nc1ccc(S(=O)(=O)Nc2onc(C)c2C)cc1 | -8% |
| COc1ccccc1NC(=O)c1nc[nH]c1C(=O)Nc1ccccc1OC | 4% |

The whole of this part (from the top)
| mol | EphA4 KYL inhibition |
| --- | --- |
| O=C(O)C1[C@H]2C(=O)N(C3CCCC3)C[C@]23C=C[C@H]1O3 (stereo not given in full) | -9% |
| CC(C)C(=O)NC(Nc1cccc2cccnc12)C(Cl)(Cl)Cl (stereo not given) | -12% |
| O=C1OC(N2CCN(C/C=C/c3ccccc3)CC2)c2ccccc21 (stereo not given) | -2% |
| O=C(c1ccccc1Nc1ccc(SC(F)F)cc1)N1CCCCCC1 | 1% |
| Cc1cc(Cl)ccc1OCC(=O)Nc1ccc(S(=O)(=O)Nc2onc(C)c2C)cc1 | -8% |
| COc1ccccc1NC(=O)c1nc[nH]c1C(=O)Nc1ccccc1OC | 4% |
| COCCNC(=O)c1onc(CSc2ccc(F)c(F)c2)c1C(=O)O | 3% |
| O=C(OCc1c(Cl)cccc1Cl)c1ccccn1 | -15% |
| O=C(CC(c1ccccc1)c1ccccc1)Nc1ccc2c(c1)OCCO2 | -15% |
| CCOc1ccc(NC(NC(=O)CN2C(=O)c3ccccc3S2(=O)=O)C(Cl)(Cl)Cl)cc1 (stereo not given) | -5% |
| Cc1ccc2nc(NC(=O)C3CCN(S(=O)(=O)c4ccc5c(c4)oc(=O)n5C)CC3)sc2c1 | -14% |
| Cc1ccc(S(=O)(=O)NCc2ccc(C(=O)N(C)CCC#N)cc2)cc1 | -4% |
| Cc1cc(C)cc(NC(=S)NC(=O)CCN2C(=O)c3ccccc3C2=O)c1 | -1% |
| Nc1nc(Cl)cc(Sc2ccc3ccccc3c2)n1 | -10% |
| O=C(Cn1cnc([N+](=O)[O-])n1)N/N=C/c1ccccc1O | -14% |
| O=C1c2ccccc2C(O)N1c1cccnc1 (stereo not given) | 6% |
| c1ccc2c(CSc3nnc(-c4ccncc4)o3)cccc2c1 | 1% |
| O=C1OC(Nc2ccccn2)c2ccccc21 (stereo not given) | -6% |
| COc1cc(/C=C2\SC(=S)N(Nc3ncc(C(F)(F)F)cc3Cl)C2=O)ccc1O | 46% |
| Cc1ccc(Cn2c(CN3CC(C)OC(C)C3)nc3c2c(=O)[nH]c(=O)n3C)cc1 (stereo not given) | -7% |
| Cc1cc(C)c(S(=O)(=O)Nc2cccc([N+](=O)[O-])c2C)c(C)c1 | 9% |
| Cc1ccc(NC(=O)c2c(Cl)n(C)c3ccccc23)cc1 | -15% |
| Cc1nnc(SCC(=O)NC(=O)NCc2ccco2)n1Cc1ccccc1 | 0% |
| Cc1cccc(-n2ncc3c(NCCCO)ncnc32)c1 | 8% |
| c1ccc2c(c1)C(=NCC1CCCO1)NC2=NCC1CCCO1 (stereo not given) | 6% |
| COC(=O)C1=CN(CCCN2CCCC2=O)C=C(C(=O)OC)C1c1cccs1 | -1% |
| Cc1cc(/C=C2/SC(=O)NC2=O)c(C)n1-c1ccc(C(C)(C)C)cc1 | -8% |
| COc1ccc(NC(=O)CSc2nnc(C3CC3)n2N)cc1 | -3% |
| Cc1ccc(C2(C)NC(=O)N(CC(=O)NC(=O)NCCC(C)C)C2=O)cc1 (stereo not given) | -2% |
| COC(CNC(=O)c1cc(C(=O)c2c(-c3c(Cl)cccc3Cl)noc2C)c[nH]1)OC | 2% |
| Cc1oc(C2CC2)cc1C(=O)O | -7% |
| Cc1nn(CCO)c(C)c1Oc1ccccc1O | -6% |
| CCOC(=O)c1[nH]c2ccccc2c1CCCN1C(=O)c2ccccc2C1=O | -3% |
| CCOC(=O)c1oc2ccc(CNCCO)c(Cl)c2c1C | -15% |
| CCOc1ccc(OCC)c(NC(=O)C2CCCN(S(=O)(=O)c3cnc[nH]3)C2)c1 (stereo not given) | 1% |
| Cc1ccc(OCC(=O)Nc2sc3c(c2C#N)CCC3)cc1 | 1% |
| COc1cccc(/C=N/NC(=O)c2ccc(-c3ccccc3)cc2)c1O | -18% |
| CC(=O)Oc1ccc(-c2cccc(C(=O)OC(C)C)c2)cc1 | 7% |
| CC(C)Cn1c(SCC(=O)NC(=O)Nc2ccc3c(c2)OCCO3)nc2ccccc2c1=O | -4% |
| CCc1sc(NC(=O)COC)nc1-c1ccccc1 | -11% |
| CCN1C(=O)CC(NNC(=O)c2ccc(Cl)cc2)C1=O (stereo not given) | -17% |
| CC1=NOC2(C1)/C(=N/O)CCC/C2=N\O (stereo not given) | -26% |
| CCN1CCCC1CNC(=O)c1cc2c(C)nc3ccccc3c2o1 (stereo not given) | 11% |
| Cc1cccc(NC(=O)c2cc(=O)c3ccccc3o2)n1 | -13% |
| CCOc1ccc(NC(=O)/C=C/c2ccccc2)cc1 | 0% |
| CC(C)NC(=O)c1ccc2c(c1)N(CC(=O)N1CCOCC1)C(=O)C(C)(C)O2 | -5% |
| Cc1nc(NC(=O)c2ccccc2)sc1-c1csc(Nc2ccc(Cl)cc2)n1 | -14% |
| O=C(CN1CCN(C2CCCCC2)CC1)Nc1ccccc1N1CCCCC1 | -6% |
| COC(=O)c1ccc(C(=O)OC)c(NC(=S)N2CCCCC2)c1 | -7% |
| CCc1ccc(NC(=O)c2cc(C)on2)cc1 | -11% |
| COc1ccc(O)c(-c2[nH]ncc2C(=O)c2ccccc2)c1 | 7% |
| CCCc1nc2sc3ccccc3c(=O)c2c(=O)n1CCOC | -12% |
| O=C1NN(c2ccccc2)C(=O)/C1=C/c1ccc(-c2ccc(F)cc2)o1 | -2% |
| Cc1ccc(CSc2nc3ccccc3c(=O)n2CCCC(=O)NCc2ccco2)cc1 | -2% |
| O=C(CSc1ccc(C(F)(F)F)cc1[N+](=O)[O-])Nc1ccccc1 | -4% |
| CC(Sc1n[nH]c(N)n1)C(=O)C12CC3CC(CC(C3)C1)C2 (stereo not given) | -8% |

(listing goes on)
SMILES | EphA4 KYL inhibition
CCN(CC)C(=O)COc1cccc2ccccc12 | -3%
Nc1cc(=O)[nH]c(SCc2cccc(Cl)c2)n1 | 3%
COc1ccc(/C=C/C(=O)NC(=S)Nc2ccc(C(C)=O)cc2)cc1 | 3%
Cc1sc2ncn(CC(=O)NCCCC(=O)N3CCN(c4ncccn4)CC3)c(=O)c2c1C | -1%
O=C(Cc1c(C(=O)O)[nH]c2ccc(Cl)cc12)Nc1ccc2c(c1)OCCO2 | -3%
Cc1nn(Cc2ccc(Cl)cc2Cl)c(C)c1NC(=O)c1nc2n(n1)C(C(F)F)CC(C)N2 (stereo not given) | -19%
Cc1cccc(N2CCN(S(=O)(=O)c3ccc(S(=O)(=O)N4CCCC4)cc3)CC2)c1C | -7%
Nc1ccccc1N1CCOCC1 | -10%
CCOC(=O)CSc1nnc(-c2ccc(S(=O)(=O)N3CCC(C)CC3)cc2)o1 | -31%
Cc1ccc(S(=O)(=O)Cc2sc3ccccc3[n+]2C)cc1 | -25%
Cc1ccc(-c2nc3ccccc3s2)cc1NC(=O)c1ccc2c(c1)OCO2 | -2%
O=S(=O)(N/N=C/c1cn(Cc2ccccc2)c2ccccc12)c1ccccc1 | -16%
Cc1cc(C)n(-c2cc(N3CCN(S(=O)(=O)c4ccc5ccccc5c4)CC3)ccc2[N+](=O)[O-])n1 | 6%
Cc1nn2c(NCC(C)C)c3c(nc2c1-c1ccccc1)CCC3 | -7%
N/C(=N\OC(=O)c1ccc(Cl)cc1Cl)c1ccc(Cl)cc1 | -5%
O=C(NC1CCCC1)C1C2C=CC(C2)C1C(=O)N1CCOCC1 (stereo not given) | -4%
COc1ccc(N(CC(=O)Nc2cccc(OC)c2)S(=O)(=O)c2ccc(C)cc2)cc1 | 19%
O=C(O)C1C2CCC(O2)C1C(=O)Nc1cccc(F)c1 (stereo not given) | 4%
CCCCn1c(Oc2ccc(C(=O)OC)cc2)nc2c1c(=O)n(C)c(=O)n2C | -3%
Cc1sc(=NC(=O)c2ccco2)n(C)c1-c1ccc(Cl)cc1 | -12%
NC(=O)c1ccc(NC(=O)c2ccc(I)cc2)cc1 | -18%
CC(C)C(NCc1c(Cl)cccc1Cl)C(=O)O (stereo not given) | -18%
O=C(CCCCCn1c(=S)[nH]c2cc3c(cc2c1=O)OCO3)N1CCN(C(=O)c2ccco2)CC1 | -21%
Cc1c(C(=O)Nc2cccc3cccnc23)oc2ccccc12 | -10%
O=C(CCn1cccc1)NCc1ccc2c(c1)OCO2 | -1%
COc1cc2nc(NCCCN3CCN(C)CC3)n3nc(-c4ccccc4)nc3c2cc1OC | -10%
COC(=O)c1c(CCl)noc1C(=O)NC(C)C | -4%
Cc1ccccc1C(=O)Nc1cccc(NC(=O)c2ccccc2[N+](=O)[O-])c1 | -5%
CCCOc1ccc(C(=O)Nc2ccccc2C(=O)O)cc1 | -6%
COc1ccc(NC(=O)CN2CCN(CC(=O)Nc3ccccc3Cl)CC2)c(OC)c1 | -8%
CCc1nnc(NC(=O)CSc2nnc(-c3ccccc3O)n2-c2ccc(C)cc2)s1 | 4%
Cc1ccc(N(C(C)C(=O)O)S(=O)(=O)c2c(C)n[nH]c2C)cc1 (stereo not given) | 9%
CC(=O)NCCn1c(SCc2ccc(C)cc2)nc2ccccc2c1=O | -6%
COc1c(Cl)cc(/C=C2/SC(=S)N(c3ccccc3)C2=O)cc1Cl | -14%
COc1ccc(CN(Cc2cc3cc(C)ccc3[nH]c2=O)C(=O)N(C)C)cc1 | -4%
O=C(CSc1nnc(Cc2cc(=O)[nH]c(=O)[nH]2)n1-c1ccc(Cl)cc1)NC1CCCC1 | -4%
Cc1ccc(-c2nn(-c3ccccc3)cc2C(=O)N2CCOCC2)cc1 | -6%
O=C(NNS(=O)(=O)c1ccc(Cl)cc1)C1CCN(Cc2ccccc2)CC1 | 6%
CCc1ccc(NC(=O)Cc2cn(C)c3ccccc23)cc1 | -8%
COc1ccc(CCn2c(-c3ccco3)nc3nc4ccccc4nc32)cc1OC | -5%
Cc1ccc(S(=O)(=O)N2CCN(C3CC(=O)N(CCc4ccccc4)C3=O)CC2)cc1C (stereo not given) | 0%
COc1ccc2c(c1)c(C(O)CN1CCC(Cc3ccccc3)CC1)c(C)n2C (stereo not given) | -11%
CCOC(=O)c1cccc(NC(=O)CSc2nnc(C3CCCCC3)n2CC)c1 | 3%
Cc1ccc(-c2[nH]nc(N)c2N=Nc2ccccc2C)cc1 | -1%
Cc1c(NC(=O)c2cc(-c3ccco3)on2)c(=O)n(-c2ccccc2)n1C | -6%
CCC(CC)COC(=O)C(C#N)c1nc2ccccc2nc1N1CCOCC1 (stereo not given) | 49%
CC1CN(C)C(c2ccccc2)CC1=O (stereo not given) | 2%
O=C(CCC(=O)Nc1ccccc1)NNC(=O)c1cccs1 | -14%
CCOc1ccc(/C=C/C(=O)Nc2ccc(N3CCOCC3)cc2)cc1 | 2%
Cc1ccccc1OCCCCc1c(C)n[nH]c1C | -12%

Later entries.
SMILES | EphA4 KYL inhibition
N=C1C(c2nc(-c3ccc(F)cc3)cs2)=C(O)CN1CCCN1CCOCC1 | -12%
Cc1cccc(N2CCN(C(=O)c3ccc(N4CCCC4=O)cc3)CC2)c1C | 7%
O=C(CSc1nnc2n(C3CCCCC3)c(=O)c3ccccc3n12)OC1CCCCC1 | 3%
Cc1cccc(Oc2ncc(-c3ccc(Cl)cc3)cn2)c1 | -7%
O=C(O/N=C\c1ccc(N2CCCCC2)c([N+](=O)[O-])c1)c1cccc(Cl)c1 | 3%
Cc1cc(C)n(C(=O)CCC(=O)NCc2ccccc2)n1 | -13%
C/C(=N\O)C(=O)NCC1CCNCC1 | 1%
Cc1ccc(CONC(=O)/N=C/N(C)C)cc1 | -4%
COc1ccc(OC)c(N(CC(=O)Nc2ccc(I)cc2)S(C)(=O)=O)c1 | 4%
Cc1ccc(C2CC(=O)c3cnc(N4CCN(c5ccccc5)CC4)nc3C2)cc1 (stereo not given) | -33%
Cc1ccc(C(C)C)c(OCCNC(=O)CCc2ccccc2)c1 | -6%
O=C(c1noc2c1CCCC2)N1CCN(Cc2ccccc2)CC1 | -3%
Cc1ccc(/C=C/S(=O)(=O)N2CCC(C(=O)O)CC2)cc1 | -6%
Cc1ccc(C(=O)N(c2c(C)n(C)n(-c3ccccc3)c2=O)C(C)C)cc1 | -1%
Cc1cccc(C)c1-n1c(C)cc(/C=N/NC(N)=S)c1C | -4%
COc1ccccc1-c1nnc2n1N=C(c1ccc(O)c(O)c1)CS2 | -9%
C=CCONC(=O)c1cc(OCC(F)(F)F)ccc1OCC(F)(F)F | -11%
Cc1ccn2cc(C(=O)Nc3nnc(C)s3)nc2c1 | -6%
Cc1cc(C(=O)OCC(=O)c2ccc(Br)s2)c(C)o1 | -9%
COc1ccc(C(=O)N/N=C(\C)Cn2nc([N+](=O)[O-])cc2C)cc1 | -4%
Cc1ccc(-c2noc(-c3cc4ccccc4oc3=O)n2)cc1 | -10%
NC(=O)COC(=O)C(Cc1ccccc1)NS(=O)(=O)c1ccccc1F (stereo not given) | 16%
Cc1c(C(=O)Nc2ccc(Cl)cc2)c2ccccn2c1C(=O)c1ccccc1 | 4%
Cc1cc(S(=O)(=O)NCCc2ccccc2)c(C)s1 | 7%
Cn1c(SCCSc2nnc(-c3ccccc3)n2C)nnc1-c1ccccc1 | -7%
CCOC(=O)c1[nH]c(C)c(C(=O)N2CCN(c3ccccc3)CC2)c1C | 9%
Cc1ccc(C(=O)OCCN2CCN(c3ncc(C(F)(F)F)cc3Cl)CC2)cc1 | -4%
Clc1ccc(SCCn2ccnc2)cc1 | -10%
CCN(C(=O)C1CCN(S(=O)(=O)c2ccc3c(c2)oc(=O)n3C)CC1)c1cccc(C)c1 | -14%

Gathered by group, the compounds so far with a cyano group.
SMILES | EphA4 KYL inhibition
Cc1ccc(S(=O)(=O)NCc2ccc(C(=O)N(C)CCC#N)cc2)cc1 | -4%
Cc1ccc(OCC(=O)Nc2sc3c(c2C#N)CCC3)cc1 | 1%
CCC(CC)COC(=O)C(C#N)c1nc2ccccc2nc1N1CCOCC1 (stereo not given) | 49%

The list is partial; rates above refer to the full screens.
